# Assay outcomes as filed in PubChem BioAssay.
# ERAP1 inh – inhibitors of human ERAP1 aminopeptidase. 0.15% of 340,000 active. inhibition, % at 10.7 µM. recombinant ERAP1, Leu-AMC fluorescence, 60 min. AID 652197;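 active = mean replicate inhibition of at least 30%, or all replicates individually reaching that 30% level; inactive = mean below 30% and not every replicate reaching it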;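 also: 0% = neutral control wells and 100% = L-leucinethiol positive control wells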
# F508del corr – correctors of CFTR F508del function in bronchial epithelial cells; activity (quench increase), % at 7.58 µM; CFBE cells, YFP halide quenching; stimulated with forskolin plus potentiator P3; % fluorescence drop versus neutral controls; 0.36% of 350,000 active;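 active = mean added fluorescence quench of at least 8% versus neutral control, with both replicates also reaching 8%; inconclusive = only one of the mean or replicate conditions met; inactive = mean below 8% and not both replicates reaching 8%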;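 also: cells transiently co-express mutant CFTR-F508del with the halide-sensitive YFP; corrector assay measuring rescue of mutant channel to the surface after 24 h compound exposure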
# SIRT5 inh – inhibitors of human sirtuin-5 desuccinylase. Q9NXA8. Purified SirT5, succinyl-peptide AMC, trypsin-coupled fluorescence. inhibition, % at 15 µM. 1.1% of 330,000 active; in the data active = inhibition above about 15%; inconclusive = no clear call, values can overlap the other calls
# Target sequence (Q9NXA8 whole entry, looked up): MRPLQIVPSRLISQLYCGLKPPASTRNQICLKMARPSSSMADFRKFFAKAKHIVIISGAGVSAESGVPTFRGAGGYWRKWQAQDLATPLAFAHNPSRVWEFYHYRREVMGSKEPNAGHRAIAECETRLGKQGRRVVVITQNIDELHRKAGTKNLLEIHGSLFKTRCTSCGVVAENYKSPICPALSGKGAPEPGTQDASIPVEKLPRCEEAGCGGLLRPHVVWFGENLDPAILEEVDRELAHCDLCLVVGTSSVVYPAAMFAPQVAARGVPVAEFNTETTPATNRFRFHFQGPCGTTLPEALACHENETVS
# miR122 inh – inhibitors of miR-122 in Huh7 cells | Huh7 miR-122 Renilla luciferase sensor, 48 h; neutral wells = 0, positive control = 100 | activation (reporter increase), % at 12.5 µM | 0.3% of 340,000 active | AID 602342;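 active = mean replicate activation score at least 90 and every replicate individually at or above 90; inconclusive = only one of the two criteria met; inactive = neither criterion met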;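 also: higher luciferase means less miR-122 activity so hits act as miR-122 inhibitors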
# Casp6 inh – inhibitors of human caspase-6 | P55212 | purified caspase-6, Z-VEID-R110 cleavage fluorescence | inhibition, % at 12.5 µM | 0.53% of 350,000 active;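 active = mean inhibition across replicates at least about 35%, with every replicate also reaching that limit, limit read from the data; inconclusive = only one of the two criteria met; inactive = neither criterion met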;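 also: 0% = median of neutral control wells and 100% = no fluorescence left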
# Target sequence (P55212 24-179 limits assumed): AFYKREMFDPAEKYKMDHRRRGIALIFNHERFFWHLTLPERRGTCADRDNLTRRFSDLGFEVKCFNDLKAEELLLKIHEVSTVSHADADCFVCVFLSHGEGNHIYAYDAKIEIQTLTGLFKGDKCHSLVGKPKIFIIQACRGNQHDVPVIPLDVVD
# Target sequence (P55212 194-293 limits assumed): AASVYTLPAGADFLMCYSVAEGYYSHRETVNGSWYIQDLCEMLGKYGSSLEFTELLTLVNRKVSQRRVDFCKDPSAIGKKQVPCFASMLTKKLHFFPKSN
# DENV2 CPE – DENV2-induced cell death inhibition. CPE inhibition, % at 9.99 µM. 1.7% of 350,000 active. AID 651640. DENV2-infected cells, cytopathic effect rescue, plate reader; in the data active = CPE inhibition above about 20%, passing the limit was not always enough; inconclusive = no clear call, values can overlap the other calls; tested in BHK-21 cells;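 also: 0% = median of neutral control wells and 100% = median of positive control wells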
# ERp5 inh – ERp5 (human) disulfide isomerase inhibition. Q15084. ERp5 insulin aggregation, absorbance 650 nm, 90 min. inhibition, % at 9.99 µM. 0.05% of 350,000 active;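 active = mean replicate inhibition above about 25%, with every replicate also reaching it, limit read from the data, passing the limit was not always enough; inconclusive = only one of those two criteria met; inactive = neither criterion met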
# Target sequence (Q15084 whole entry, looked up): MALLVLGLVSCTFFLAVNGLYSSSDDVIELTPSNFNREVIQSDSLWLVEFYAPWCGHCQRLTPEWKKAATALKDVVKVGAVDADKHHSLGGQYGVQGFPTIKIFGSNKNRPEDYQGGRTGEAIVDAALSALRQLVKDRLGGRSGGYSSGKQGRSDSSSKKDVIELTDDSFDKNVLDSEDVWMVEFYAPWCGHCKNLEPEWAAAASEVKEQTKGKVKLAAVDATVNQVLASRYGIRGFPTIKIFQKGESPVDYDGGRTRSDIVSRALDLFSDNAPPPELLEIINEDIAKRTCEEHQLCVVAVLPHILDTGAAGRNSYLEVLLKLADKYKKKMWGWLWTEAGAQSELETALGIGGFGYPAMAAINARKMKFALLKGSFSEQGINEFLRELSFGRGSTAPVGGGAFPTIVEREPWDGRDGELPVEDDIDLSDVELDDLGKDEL
# Active calls of the source: *; ? = inconclusive; . = no result given; & = joins results of further samples; [ ] = dose if it differs, or a comment. The list is partial, so the mix of outcomes need not match the whole.
SMILES,ERAP1 inh,F508del corr,SIRT5 inh,miR122 inh,Casp6 inh,DENV2 CPE,ERp5 inh
Cc1ccc(OC(=O)N(C)C[C@H]2OCc3ccccc3-c3c(n(C)c4ccccc34)C(=O)N([C@@H](C)CO)C[C@H]2C)cc1,-3.4,4.0,4.8,.,1.8,-2.2,4.1
COC(=O)C1=C(c2ccc(C(C)=O)cc2)C[C@@H]2CC[C@H]1N2C(=O)NCCNC(C)=O,0.3,1.8,-1.0,1.1,35.3*,-5.5,-3.0
O=C1CN=C(c2ccc(Br)cc2)c2c(sc3c2CCCC3)N1CCN1CCCCC1,-2.2,0.3,-8.0,-11.5,1.5,5.0,5.7
C[C@]12CCC3C(C1CCC2=O)[C@H](O)C[C@H]1C[C@@H](O)CC[C@]31C (some centres not stated),1.3,-2.6,-0.6,7.7,0.6,2.9,0.0
O=C(c1cc(S(=O)(=O)N2CCC3(CC2)OCCO3)ccc1F)N1CCC2(CC1)OCCO2,-3.0,-2.1,0.1,.,-3.2,10.8,0.5
COc1cc(-c2ccc(N)c(OC)c2)ccc1N,4.8,0.9,.,-8.1,0.6,-8.5,4.0
CCCC[N+]1(C)C2CC(OC(=O)C(CO)c3ccccc3)CC1C1OC12 (configuration not stated),-1.7,-1.9,-2.7,1.1,-6.0,-8.2,-3.5
COc1cc(CN=C(C)c2c(O)n(C3CCCCC3)c(=O)[nH]c2=O)cc(OC)c1,1.1,1.2,.,.,-0.9,-3.9,-1.8
CC(C)(C)C(=O)c1cn(CC(=O)NCc2ccco2)c2ccccc12,3.8,5.0,17.0*,.,0.3,5.8,-3.5
COc1ccc(OC)c(NP(=O)(Oc2ccc(Cl)cc2)Oc2ccc(Cl)cc2)c1,1.9,-3.1,-3.2,1.1,3.5,2.8,-4.1

# Some of these compounds in order of number of heavy atoms, lowest first.
SMILES,ERAP1 inh,F508del corr,SIRT5 inh,miR122 inh,Casp6 inh,DENV2 CPE,ERp5 inh
C[C@]12CCC3C(C1CCC2=O)[C@H](O)C[C@H]1C[C@@H](O)CC[C@]31C (some centres not stated),1.3,-2.6,-0.6,7.7,0.6,2.9,0.0
CCCC[N+]1(C)C2CC(OC(=O)C(CO)c3ccccc3)CC1C1OC12 (configuration not stated),-1.7,-1.9,-2.7,1.1,-6.0,-8.2,-3.5
COc1ccc(OC)c(NP(=O)(Oc2ccc(Cl)cc2)Oc2ccc(Cl)cc2)c1,1.9,-3.1,-3.2,1.1,3.5,2.8,-4.1
COC(=O)C1=C(c2ccc(C(C)=O)cc2)C[C@@H]2CC[C@H]1N2C(=O)NCCNC(C)=O,0.3,1.8,-1.0,1.1,35.3*,-5.5,-3.0

# (continued)
SMILES,ERAP1 inh,F508del corr,SIRT5 inh,miR122 inh,Casp6 inh,DENV2 CPE,ERp5 inh
CCCNC(=O)N1[C@H]2CC[C@@H]1C(C(=O)OC)=C(c1c(C)noc1C)C2,-1.7,2.2,-4.9,-1.9,-3.5,12.6,-1.6
CC1=C(C(=O)O)N2C(=O)[C@@H](NC(=O)CCCC(=O)O)[C@H]2SC1,0.6,-0.8,-0.2,-7.7,4.2,-1.9,-1.2
CCCC/C(C)=C/[C@@H](NP(=O)(c1ccccc1)c1ccccc1)c1ccccc1,-2.5,-0.2,.,25.7,1.5,-7.4,-8.1
CC1(C)CSC(=NCc2ccccc2)N1,-0.2,3.7,1.9,.,22.1,9.8,-0.3
O=c1c2ccccc2nc(/C=C/c2ccccc2O)n1-c1ccccc1O,0.6,-2.7,-1.1,.,8.1,-0.7,1.7
COc1ccccc1N1CCN(CCc2c[nH]c3cc4c(cc23)OCO4)CC1,-0.7,-0.5,-6.3,.,-1.9,-6.8,16.6
C[C@H]1CN([C@@H](C)CO)C(=O)CCCn2nncc2CO[C@H]1CN(C)C(=O)Oc1cccc2ccccc12,-2.9&-2.1,-4.1&2.0&-5.1,11.1&5.7&-4.2,-5.7,-2.7&-2.9,?,-8.1&4.9&-6.9
CC1CCC(N2CCN(C(=O)COc3ccccc3)CC2)CC1 (configuration not stated),-3.4,-1.2,-2.7,5.6,-5.0,-3.2,-6.0
C=CCN1C(=O)c2ccccc2Sc2ccc(C(=O)N3CCC4(CC3)OCCO4)cc21,3.4,-0.6,2.4,0.0,1.0,.,-1.1
Nc1c(C(=O)NCC2CCCO2)c2nc3ccccc3nc2n1Cc1ccco1 (configuration not stated),-4.1,0.9,-14.5,-1.1,3.5,-2.2,-7.3
CN(C)C(=O)NC(O)C(Cl)(Cl)Cl (configuration not stated),0.8,1.6,-6.8,-0.6,-2.7,2.2,-1.2
COc1ccc(CC(C)NCCC(c2ccccc2)c2ccccc2)cc1 (configuration not stated),-3.9,-0.3,.,-18.3,-2.5,-13.3,0.2
Cc1ccc(-n2c(C)cc(/C=C3/C(=O)NC(=O)N(C)C3=O)c2C)cc1,-1.2,4.8,-3.3,.,.,0.2,0.8
COC(=O)C1=C(c2ccc3ccccc3c2)C[C@@H]2CC[C@H]1N2C(=O)NC1CC1,-1.1,-1.7,-1.4,2.3,0.4,2.5,-0.7
Cc1ccc2c(c1)=NC(=O)/C(=C/c1c(O)[nH]c(=O)[nH]c1=O)C=2,.,3.6,-3.1,-2.1,4.0,-3.9,3.1
CCN1CCN(c2ccc([N+](=O)[O-])cc2C=C2C(=O)NC(=O)NC2=O)CC1,4.3,.,1.5,-6.4,-3.5,2.0,0.8
CC1OC(C[N+](C)(C)C)CC1O (configuration not stated),-1.0,-6.7,-0.8,-0.1,16.5,?,1.7
Cc1ccnc(-n2c(C)cc(/C=C3\C(=O)NC(=S)N(C)C3=O)c2C)c1,3.9,-0.4,-6.5,-2.3,3.7,47.7*,3.2
COc1ccc(C(=O)C2CCCN(CCc3ccccc3)C2)cc1OC (configuration not stated),-4.7,-1.5,0.0,0.2,-2.1,-4.1,1.4
Cc1ccc(/C=C2/C(=O)NC(=O)N(CC3CCCO3)C2=O)s1 (configuration not stated),0.6,.,0.1,.,27.8,1.0,0.2
CCc1ccc(CN2CCN(Cc3ccc(SC)cc3)CC2)cc1,-4.0,0.7,-3.4,-10.6,-5.0,0.2,14.1
COC(=O)[C@@H]1C[C@H]1[C@@H](NP(=O)(c1ccccc1)c1ccccc1)c1ccccc1,0.6,-1.6,.,-0.4,-1.5,-4.4,1.1
CCC1C(C#N)=C(N)Oc2c1c(=O)oc1ccccc21 (configuration not stated),4.1,0.0,-1.5,-4.5,-1.4,-1.2,3.9
COP(=O)(OC)/C(C=O)=N/Nc1ccc([N+](=O)[O-])cc1,8.8,-1.2,5.1,.,0.0,6.0,-1.8
Cc1cccn2c(=O)c3c(nc12)N1CCCCCC1C1(C3)C(=O)N(C)C(=O)N(C)C1=O (configuration not stated),.,1.8,.,-3.2,2.6,-3.0,8.0
CCCCNC(=O)CN1C(=O)CN=C(c2ccccc2)c2ccccc21,2.4,0.4,-1.6,1.1,-2.0,-6.9,9.4
CN(C)CCCN=Cc1c(O)n(Cc2ccco2)c(=O)[nH]c1=O,-5.9,-1.8,-0.1,-4.7,-7.4,-4.0,0.8
Nc1ccncc1Cl,6.2,-1.1,-4.2,.,-3.0,-1.1,-3.4
COC(=O)C1=C(c2ccc(OC)c(OC)c2)C[C@@H]2CC[C@H]1N2C(=O)NC1CCCCC1,-2.7,2.0,.,-1.7,3.2,7.0,7.3
c1coc(CNCCc2c[nH]c3ccccc23)c1,4.0,1.4,2.6,5.5,-1.2,-8.5,1.7
CC(Cc1ccccc1)NC(=O)c1ccc(N)cc1 (configuration not stated),-1.4,-1.2,-0.4,-3.3,-1.0,3.1,-8.3
O=C(O)CSC(=S)N1CC2CC(C1)c1cccc(=O)n1C2 (configuration not stated),-0.9,1.3,-1.7,.,-1.2,.,2.6
COc1ccc2ccccc2c1CNCCc1ccccc1,1.8,-4.1,-4.5,-5.7,-2.1,0.9,2.5
CN1C(=O)NC(=O)/C(=C\C=C\c2ccccc2[N+](=O)[O-])C1=O,6.7,0.8,-0.5,.,8.5,-9.1,-1.8
CN1CC(C#N)C2(O)c3ccccc3CCC2C1 (configuration not stated),0.8,-4.3,0.2,-5.3,-2.4,4.0,1.6
CC12Nc3ccccc3C(=O)N1Cc1cnnn1-c1ccccc12 (configuration not stated),0.4,1.1,-7.7,.,-1.4,0.6,-7.3
COc1ccc(CN2Cc3cc(N4CCOCC4)ccc3-n3nncc3C2)cc1,0.0,0.8,-6.7,2.1,0.3,10.0,-4.6
O=C(Cc1ccccc1)N1CC2(C1)[C@H](c1ccccc1)[C@@H](CO)N2Cc1cccc(Cl)c1,-1.5,2.6,1.8,.,-0.2,-6.9,4.9
C=CCn1c(C)c(C=C2C(=O)NC(=O)NC2=O)c2ccccc21,0.0,-2.4,1.4,6.9,4.9,-5.2,-1.0
COC(=O)C1=C(c2ccc(OC(F)(F)F)cc2)C[C@@H]2CC[C@H]1N2C(=O)NCc1cccc2ccccc12,.,0.9,.,-2.1,-0.9,-10.3,6.2
CCCCC(=O)N/N=C/c1c(O)n(-c2cccc3ccccc23)c(=O)[nH]c1=O,3.6,-15.0,5.2,.,-0.3,3.8,3.0
COc1ccc(CC2NCC(O)C2OC(C)=O)cc1 (configuration not stated),-0.1,-0.5,.,-14.2,1.6,4.2,6.3
COC(=O)C1=C(c2ccc(OC)c(OC)c2)C[C@@H]2CC[C@H]1N2C(=O)NC1Cc2ccccc2C1,-0.7,-2.2,0.4,0.1,-1.0,2.0,1.9
CCOC(=O)C1(c2ccccc2)CCN(CCC(=O)Nc2ccccc2OC)CC1,0.0,4.6,-0.6,5.1,0.7,-4.3,-0.2
O=C(Cc1ccccc1)N1CCCCN2[C@H](CO)[C@@H](c3ccc(-c4ccccc4)cc3)[C@@H]2C1,.,0.9,14.9,62.5[16.7 µM],.,-0.4,-0.5
CN(C)c1ccc(C=C2C(=O)NC(=S)NC2=O)cc1[N+](=O)[O-],3.0,-1.4,0.5,-1.6,.,-1.0,3.1
Cn1c(O)c(C(=N)COc2cccc(Cl)c2)c(=O)n(C)c1=O,-1.8,.,-4.7,1.8,-1.1,.,9.1
CC(Cc1ccccc1)NC=O (configuration not stated),-0.1,-2.8,-0.9,-12.1,-1.6,1.7,5.0
O=[N+]([O-])c1ccccc1CN1CC=C(c2ccc(F)cc2)CC1,-0.3,1.9,-1.2,5.5,1.6,-2.6,1.9
CC(=O)c1ccc(OC(C)C)c(Cc2c(O)[nH]c(=S)[nH]c2=O)c1,3.4,-3.3,-0.9,.,2.7,0.7,-3.8
CCOC(=O)[C@@H]1[C@H]2COc3ccc(Br)cc3[C@H]2N2C(=O)N(c3cccc(C)c3)C(=O)[C@]12C,0.6,2.9,.,-1.1,-2.9,-14.4,1.0
COC(=O)C1=C(c2ccc(OC(F)(F)F)cc2)C[C@@H]2CC[C@H]1N2C(=O)N1CCc2cc(OC)c(OC)cc2C1,1.9,-0.2,.,.,2.1,-4.8,-4.7
OC(CNC1CCCCC1)C(F)(F)F (configuration not stated),-0.8,3.4,-0.8,-0.9,1.5,3.6,-1.6

# By substructure, those above with fluorine (five)
SMILES,ERAP1 inh,F508del corr,SIRT5 inh,miR122 inh,Casp6 inh,DENV2 CPE,ERp5 inh
O=C(c1cc(S(=O)(=O)N2CCC3(CC2)OCCO3)ccc1F)N1CCC2(CC1)OCCO2,-3.0,-2.1,0.1,.,-3.2,10.8,0.5
COC(=O)C1=C(c2ccc(OC(F)(F)F)cc2)C[C@@H]2CC[C@H]1N2C(=O)NCc1cccc2ccccc12,.,0.9,.,-2.1,-0.9,-10.3,6.2
O=[N+]([O-])c1ccccc1CN1CC=C(c2ccc(F)cc2)CC1,-0.3,1.9,-1.2,5.5,1.6,-2.6,1.9
COC(=O)C1=C(c2ccc(OC(F)(F)F)cc2)C[C@@H]2CC[C@H]1N2C(=O)N1CCc2cc(OC)c(OC)cc2C1,1.9,-0.2,.,.,2.1,-4.8,-4.7
OC(CNC1CCCCC1)C(F)(F)F (configuration not stated),-0.8,3.4,-0.8,-0.9,1.5,3.6,-1.6
